High-throughput results as filed in PubChem BioAssay.
IL1B secr inh: blocks inflammasome-driven IL-1 beta release; THP-1 LPS/ATP IL-1B secretion, AlphaLISA, 16 h; active compounds read low; AID 743279; 4.7% of 360,000 active; activity change, % at 57.5 µM; in the data active means activity change below about -50%; inconclusive means mostly about -30% to -49%; further: on the % scale 0 is the no-effect control and ±100 the full control effect
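Secreted IL-1B measured by AlphaLISA bead assay after 16 h compound exposure of THP-1 cells; compounds (final up to 57.5 uM) added 1 h before LPS (250 ng/mL) and ATP (1.25 mM) stimulation; lower signal means less secretion.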
HT1080NT lethal: kills 2HG-producing HT-1080-NT fibrosarcoma cells. HT-1080-NT fibrosarcoma viability, CellTiter-Glo ATP luminescence, 48 h. Potency, µM (doses to about 46.1 µM), without a hit: top-dose activity, negative = less viability, most hits filed as cytotoxic. 1.6% of 360,000 active;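 further: NT is the 2HG producing partner of a matched IDH1 knockdown line; potency means the concentration at half of the fitted maximal effect; 0% = DMSO-treated cells and -100% = media-only wells without cells; nearly all actives have a fitted effect of over 55% in size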
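Toxicity toward the 2HG-producing NT line was scored as %Activity, normalised to DMSO and no-cell wells, from CellTiter-Glo luminescence after 48 hours' treatment.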
KB-3-1 tox: KB-3-1 parental cell cytotoxicity. Potency, µM (top dose mostly 46.1 µM), for inactives: at the top dose activity change, negative = cytotoxic, usual class: cytotoxic. 1.4% of 400,000 active. KB-3-1 viability, CellTiter-Glo ATP luminescence, 72 h; further: potency means the concentration at half of the fitted maximal effect; on the % scale 0 is the no-effect control and ±100 the full control effect; nearly all actives have a fitted effect of over 60% in size
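Viability of parental KB-3-1 cells, measured by CellTiter-Glo luminescence, followed a 72 h incubation at 37 °C with pinned compounds in phenol-red-free DMEM containing 10% FBS.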
ATXN2 expr inh: ATXN2 expression inhibition. Potency, µM (titrated, usually from 57 µM), inactives show at the highest dose activity change, negative = inhibition, most hits filed as inhibitors. 0.72% of 360,000 active. HEK-293 ATXN2-luciferase reporter, luminescence, 24 h; further: potency means the concentration at half of the fitted maximal effect; on the % scale 0 is the no-effect control and ±100 the full control effect; nearly all actives have a fitted effect of over 55% in size
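qHTS (up to 57 uM final) was run with 24 h compound exposure of reporter cells at 37 °C. Each well was multiplexed: SteadyGlo luminescence measured ATXN2-luciferase expression after a fluorogenic Gly-Phe-AFC viability readout (25 uM final).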
S2 tox: reduces viability in counter-screen for ATXN expression inhibitors; S2 cells (HEK-293 line with an ATXN2-luciferase reporter) viability, CellTiter-Fluor protease fluorescence, 24 h; Potency, µM (series often up to 56.7 µM), most hits filed as cytotoxic; 0.49% of 400,000 active; further: potency means the concentration at half of the fitted maximal effect; nearly all actives have a fitted effect of over 40% in size
SW480 rerep: inducers of DNA re-replication in SW480 colon cancer cells. 1.8% of 340,000 active. SW480 DNA re-replication, Hoechst DNA content imaging, 48 h. Potency, µM (top dose mostly 46.1 µM), for the others: at the top dose re-replication activation, hits mostly activators. AID 624297; further: potency means the concentration at half of the fitted maximal effect; % of control where 0% means no effect; nearly all actives have a fitted effect of over 55% in size
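Per well, 250 cells were exposed to pinned compound for 48 hr. Nuclear DNA was visualised with Hoechst (40 min, 37 C) and total object intensity recorded by fluorescence scanning.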
HepG2 tox: counter-screen for TGF-b inhibitors: cytotoxicity in HepG2 cells; HepG2 CAGA-GFP viability, ATP luminescence, 18 h; Potency, µM (top dose mostly 46.1 µM), inactives show at the top dose activity change, negative = cytotoxicity, usual class: cytotoxic; 0.76% of 410,000 active; further: potency means the concentration at half of the fitted maximal effect; some results filed as inactive show a strong effect at the top dose
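HepG2 CAGA-GFP cells (1000/well, DMEM with 1% FBS) received compound, then TGF-beta at 500 pg/mL final, and were incubated 18 hours at 37 degrees C. Viability was read by CellTiter-Glo luminescence. Media-only wells were set as complete cell-killing and DMSO as no toxicity.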
HT1080 IDH1KD tx: toxicity to HT-1080 IDH1 knockdown cells (counter line) | Potency, µM (titrated, usually from 46.1 µM), without a hit: at the top dose activity, negative = toxicity, usual class: cytotoxic | 2% of 360,000 active | HT-1080 IDH1 knockdown viability, ATP luminescence, 48 h;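 further: potency means the concentration at half of the fitted maximal effect; 0% = DMSO wells and -100% = cell-free medium wells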
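Luminescent ATP read-out (CellTiter-Glo, 10 min at room temperature) after 48 h compound exposure at 37 °C gave viability of IDH1-knockdown HT-1080 cells. Activity was normalised to DMSO and cell-free wells, then fitted as concentration-response curves.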
MCF10A rerep: inducers of DNA re-replication in MCF 10A breast cells. MCF 10A DNA re-replication, Hoechst nuclear intensity, 48 h. Potency, µM (top dose mostly 46.1 µM), for inactives: at the top dose activity, positive = re-replication, most hits filed as activators. 2.9% of 350,000 active. AID 624296; further: potency means the concentration at half of the fitted maximal effect; % of control where 0% means no effect; nearly all actives have a fitted effect of over 50% in size
Starred values were filed as active, the others as inactive; i = inactive; ? = inconclusive; / = not tested or not shown; & = joins results of further samples; [ ] = another dose, or the depositor's remark. Unless noted, the call rests on the fitted dose curve; in most records, active means well fitted curve in the direction sought with a large enough effect; inconclusive means small, poorly fitted or top-dose-only effect, or another doubt; inactive means no such curve, though single readings can be large; an effect the other way counts as inactive or inconclusive.

#	SMILES	IL1B secr inh	HT1080NT lethal	KB-3-1 tox	ATXN2 expr inh	S2 tox	SW480 rerep	HepG2 tox	HT1080 IDH1KD tx	MCF10A rerep
1	Cc1ccc(S(=O)(=O)N2CC3(O)CN(C(=O)OC(C)C)N(C(=O)OC(C)C)CC3(OC(=O)Nc3cccs3)C2)cc1 (configuration not stated)	-79.8*	-14.1%	0.5%	-6.2%	?	/	-38.3%	-2.3%	/
2	O=C(NC1CCCCC1)c1ccccc1NC(=S)NC(=O)C1CC1	-1.7	11.4%	0.6%	5.9%	i	/	2.8%	4.9%	-1.4%
3	CCC(C(=O)Nc1ccc(S(=O)(=O)Nc2ncccn2)cc1)c1ccccc1 (configuration not stated)	56.0	13.0%	19.3%	5.1%	i	-0.9%	0.6%	6.7%	-3.1%
4	CCOC(=O)C(NCc1ccco1)(NC(=O)c1ccc(OC)cc1)C(F)(F)F (configuration not stated)	17.3	20.1%	6.9%	1.5%	i	-7.4%	0.3%	18.5%	-7.0%
5	Oc1ccc(C(=Nc2ccccc2)c2ccccc2)c(O)c1	-12.3	-2.5%	-9.3%	-13.1%	i	23.7%	-3.7%	-10.8%	?
6	CCN(CC)CCCNC(=O)c1cn(-c2cccc(OC)c2)c(=O)c2ccccc12	10.6	5.1%	-16.8%	3.4%	/	-1.4%	3.0%	13.2%	-17.9%
7	COc1cc(C(=O)N2CCC(C(N)=O)CC2)ccc1OCc1c(C)noc1C	12.8	1.7%	2.1%	6.9%	i	-19.9%	-21.3%	0.4%	-18.3%
8	COc1ccc(OC)c(CC(NC(C)=O)C(=O)NC2CCN(S(=O)(=O)c3ccc(NC(C)=O)cc3)CC2)c1 (configuration not stated)	5.9	7.7%	1.7%	-12.7%	i	1.3%	1.8%	6.7%	8.0%
9	N#Cc1nc(-c2ccc(F)cc2)oc1NCc1cccc2c1OCO2	8.0	-0.3%	-5.1%	12.0%	i	-15.9%	-5.1%	-11.0%	-1.3%
10	CC(C)(C)N1C(=O)[C@H]2[C@@H](c3ccc(Br)cc3)N3C(=O)N(c4cccc(F)c4)C(=O)[C@@]3(Cc3ccccc3)[C@H]2C1=O	-5.3	8.9%	0.9%	7.1%	i	-29.6%	-2.7%	3.5%	?
11	CC1Sc2ccc(S(=O)(=O)CCC(=O)NC(C)c3ccccc3)cc2NC1=O (configuration not stated)	22.7	16.4%	4.9%	0.4%	i	-1.6%	-0.2%	-0.3%	-3.5%
12	COc1ccc(S(=O)(=O)c2c(C(=O)c3ccc(C)c(C)c3)cnc3ccc(C)cc23)cc1	/	/	7.7%	?	?	/	3.0%	/	/
13	Cc1nc2c(sc3nc(N4CCOCC4)c4c(c32)CC(C)(C)OC4)c(-c2ccccc2)c1C(=O)O	-10.4	10.5%	-16.8%	/	i	20.6µM*	-34.2%	1.0%	2.91µM*
14	COc1ccc2[nH]c3c(c2c1)CCN(C(=O)CCC1CCCC1)C3c1ccc(F)cc1 (configuration not stated)	/	/	?	55.6%[activator]	?	/	0.5%	/	/
15	COC(=O)c1c(C)sc(-c2c(-c3cccc(Cl)c3)[nH]c3c2c(=O)[nH]c(=O)n3C)c1O	/	/	-24.2%	16.1%	i	/	-1.2%	/	/
16	CCC12CN3CC(CC)(CN(C1)C3c1cc(Br)ccc1OC)C2=O (configuration not stated)	/	/	1.4%	7.4%	i	/	0.4%	/	/
17	COc1ccc(C(=O)N2CCN(C(=O)C3COc4ccccc4O3)CC2)cc1 (configuration not stated)	-0.7	5.3%	0.7%	/	i	-10.2%	-11.6%	1.7%	?
18	CCOCCOC(=O)c1ccc(NC(=O)c2cc(OC)c(OC)c(OC)c2Br)cc1	-8.4	2.0%	-0.4%	-3.6%	i	0.1%	-22.0%	2.3%	-1.9%
19	C=C1CCN([C@@H](CC(C)C)C(=O)NCc2cc(OC)c(OC)c(OC)c2)S(=O)(=O)c2ccccc21	11.9	0.0%	10.0%	2.4%	i	1.6%	-23.0%	-0.8%	-7.9%
20	COc1ccccc1NC(=O)CN1CCN(CC(=O)Nc2ccccc2Cl)CC1	21.9	13.9%	1.2%	-17.4%	i	-2.0%	-10.4%	?	2.0%
21	COc1ccc(OC)c(N/C(=N/c2nc(C)cc(C)n2)NC(C)=O)c1	-11.5	22.4%	3.5%	0.8%	i	-5.4%	3.8%	10.9%	-2.1%
22	COc1ccc(CC(=O)O/N=C(\N)c2ccncc2)cc1OC	3.9	-5.8%	-0.8%	/	i	/	-1.0%	2.4%	/
23	CC1CCCN(CC(O)COc2ccc(S(=O)(=O)N3CCCC3)cc2[N+](=O)[O-])C1 (configuration not stated)	-29.0	-6.4%	-14.1%	-13.2%	i	6.7%	-9.7%	-6.0%	17.2%
24	O=C(NCc1cccnc1)/C(=C/c1ccco1)NC(=O)c1ccccc1	0.0	3.6%	-0.5%	3.9%	i	-9.4%	-9.2%	-1.5%	0.7%
25	Cc1ccc(Nc2c(-c3ccc(N4CCOCC4)cc3)nc3ncccn23)cc1C	?	0.0%	-15.8%&-2.7%	0.2%	i	23.1µM*	-20.7%&0.0%	6.1%	?
26	CCc1c(C#N)c(SCCC(=O)Nc2ccc(F)cc2)nc2c1C(=O)CC(C)(C)C2	-29.5	?	?	?	?	1.0%	-48.7%	?	?
27	COc1cc(S(=O)(=O)NC2CCCCC2)ccc1Cl	27.3	-15.7%	-2.6%	-0.1%	i	0.7%	-1.6%	-2.5%	-0.7%
28	CCOC(=O)c1c(/N=C/C2C(=O)CCCC2=O)sc(C)c1C	31.7	-0.1%	9.1%	-4.0%	i	-5.7%	-14.0%	0.6%	4.3%
29	COC(=O)c1cc(-c2c[nH]c3ccccc23)n[nH]1	-10.1	0.3%	10.5%	13.7%	i	-8.2%	-32.6%	3.2%[9.24 µM]	0.2%
30	COC(=O)[C@@H]1CCCN1C(=O)c1cc(COc2cccc3cccnc23)on1	-13.6	-2.2%	/	3.5%	i	-3.6%	17.5%	-6.7%	0.5%
31	CC(C)(C)S(=O)N1Cc2cc(CO)ccc2[C@H]1CCO (some centres not stated)	45.1	9.1%	18.7%	8.9%	i	/	-0.7%	9.6%	/
32	Cn1cnc([N+](=O)[O-])c1S(=O)(=O)c1cccc(Cl)c1	?	?	?	?	/	5.8µM*	-107.1%	?	3.66µM*
33	CCC(=O)c1ccc(OCC(=O)NCCCN2CCOCC2)cc1	24.8	0.1%	0.9%	1.8%	i	-89.8%[inhibitor]	-12.3%	9.4%	14.5%
34	Cc1ccsc1/C=C1\CCC(C2CCCC2)C1=O (configuration not stated)	-8.0	?	0.0%	75.6%[activator]	i	-5.8%	-46.4%	11.6%	12.7%
35	O=C(c1ccc[nH]c1=S)N1CCN(S(=O)(=O)c2ccc(Br)cc2Cl)CC1	-3.7	7.2%	1.7%	37.6%	i	-9.3%	-21.7%	-0.2%	0.7%
36	COc1ccc(C(C)NC(=O)c2ccccc2)cc1 (configuration not stated)	9.7	3.0%	3.5%	2.8%	i	-4.0%	1.3%	0.0%	-8.0%
37	Cc1ccc2[nH]c(=S)cc(C)c2c1	-2.8	-3.2%	?	-6.0%	i	-18.8%	-2.8%	-8.7%	-0.4%
38	CC(C(=O)Nc1cccc(C#N)c1)N(C)CCOc1ccccc1 (configuration not stated)	4.1	1.5%	-1.4%	-20.3%	i	-4.4%	-7.1%	0.1%	3.6%
39	O=C(CNC(=O)c1ccccc1Br)N/N=C/c1cc(Br)ccc1O	264.3	?	-48.6%	10µM*	i	7.31µM*	-7.8%	?	?
40	O=C(O)CN1C(=O)/C(=C/c2ccc(N3CCCCC3)o2)SC1=S	6.5	-11.1%	-25.0%	/	?	-4.4%	20.0%	-0.5%	-2.5%
41	Cc1ccc(-c2nc(S(=O)(=O)c3ccc(F)cc3)c(SCC(=O)NCC3CCCO3)o2)cc1 (configuration not stated)	28.7	4.2%	-7.3%	1.9%	i	-4.9%	7.3%	2.5%	-0.8%
42	Cc1cc(C)cc(NC(=O)C2(c3cccs3)CCOCC2)c1	-6.6	10.9%	-7.7%&3.6%	3.7%&0.7%	i	-1.8%	-7.8%&-12.6%	5.0%	?
43	CN(CC(=O)Nc1ccc(F)cc1)C(=O)COC(=O)C1=COCCO1	19.1	-2.5%	17.8%	-4.5%	i	-11.0%	-2.7%	2.5%	-0.7%
44	COc1ccc(NC(=S)NC(=O)/C=C/c2ccco2)c(OC)c1	-15.9	10.2%	7.5%	1.8%	i	1.8%	-23.5%	13.5%	-0.7%
45	O=C(COc1ccccc1-c1ccccc1)c1ccccc1	-1.2	1.8%	25.0%	4.2%	i	-2.9%	-1.1%	-1.9%	1.0%
46	NC(=O)C(c1ccccn1)c1ncc(C(F)(F)F)cc1Cl (configuration not stated)	-2.6	-4.6%	?	1.0%	i	6.4%	-6.2%	4.5%	-24.1%

Part of the list above in a different format.
19) C=C1CCN([C@@H](CC(C)C)C(=O)NCc2cc(OC)c(OC)c(OC)c2)S(=O)(=O)c2ccccc21
  IL1B secr inh: 11.9	HT1080NT lethal: 0.0%	KB-3-1 tox: 10.0%	ATXN2 expr inh: 2.4%	S2 tox: i	SW480 rerep: 1.6%	HepG2 tox: -23.0%	HT1080 IDH1KD tx: -0.8%	MCF10A rerep: -7.9%
20) COc1ccccc1NC(=O)CN1CCN(CC(=O)Nc2ccccc2Cl)CC1
  IL1B secr inh: 21.9	HT1080NT lethal: 13.9%	KB-3-1 tox: 1.2%	ATXN2 expr inh: -17.4%	S2 tox: i	SW480 rerep: -2.0%	HepG2 tox: -10.4%	HT1080 IDH1KD tx: ?	MCF10A rerep: 2.0%

An unsorted share of the library (roughly 8.9% active in at least one column).
